Screening data: PubChem BioAssay, National Center for Advancing Translational Sciences (NCATS)
ALOX15B inhib: inhibitors of human 15-lipoxygenase 2 (ALOX15B); O15296; purified 15hLO-2, xylenol orange hydroperoxide absorbance; Potency, µM (series often up to 57.1 µM), without a hit: at the highest dose activity change, negative = inhibition, most hits filed as inhibitors; 0.56% of 110,000 active; AID 881; also: potency is read from the fitted curve at half-maximal effect; nearly all actives have a fitted effect of over 60% in size; many of its hits are not listed in these tables
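Enzyme 50 nM, AA 45 uM, 25 mM Hepes pH 7.5 + 0.01% Triton X-100; cpd preinc 15 min RT, rxn 90 min RT; stop/detect with 200 uM XO + 300 uM Fe(II) in 50 mM H2SO4, 30 min; A573/A405.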
PNC assembly inh: blocks assembly of the perinucleolar compartment; activity change (PNC), negative = inhibition, % at 10 µM; PC3M PTB-GFP, PNC prevalence imaging, 16 h; active compounds read low; 3.1% of 140,000 active;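 active = readout at or below -70, meaning at least 70% loss of cells showing the perinucleolar compartment, a nuclear body marking cancer cells; inconclusive = readout between -30 and a set limit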;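 also: plate controls were DMSO wells for no effect and camptothecin positive control wells for full effect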
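PC3M cells stably expressing PTB-GFP, 750–1000 cells/well, treated 16 h at 37 °C with compound (23 nl of library stock), in duplicate. After paraformaldehyde fixation and Hoechst stain, imaged at 20x; PNC prevalence scored by image analysis.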
12-hLO inh: inhibitors of human 12-lipoxygenase (ALOX12); 0.12% of 150,000 active; purified 12-hLO, xylenol orange hydroperoxide absorbance; Potency, µM (doses to about 57.1 µM), inactives show at the highest dose activity change, negative = inhibition, most hits filed as inhibitors; P18054; also: potency is read from the fitted curve at half-maximal effect; nearly all actives have a fitted effect of over 55% in size; many of its hits are not listed in these tables
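150 nM 12hLO, 25 mM Hepes pH 7.0 + 0.01% Triton X-100; cpd preinc 15 min RT; 40 uM arachidonic acid, 30 min RT; Fe-XO 30 min; A573/A405 ratio as read-out.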
IMPase cell inh: cell-permeable inhibitors of inositol monophosphatase (IMPase); inhibition (IP1 accumulation), % at 46.1 µM; P97697; 120,000 tested, under 10 active; CHO-M1 cells, IP1 accumulation, HTRF TR-FRET ratio; active = well fitted curve in the direction sought with a large enough effect in the signal ratio, not every such curve was filed as active; inconclusive = small, poorly fitted or top-dose-only effect, or a change in a side signal; inactive = no such curve, though single readings can be large or run the other way; the % refers to the signal ratio;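 also: cells stimulated with carbachol in lithium chloride buffer; plate controls were DMSO basal wells for no effect and reference inhibitor wells for full effect; higher means more IMPase inhibition seen as more IP1 and lower FRET ratio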
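The IP-One HTRF competitive assay in carbachol-stimulated CHO-M1 cells quantifies cellular IP1. Compounds spanned up to 46 uM final, and activity is expressed as AC50 from concentration-response fits of the ratio and donor data.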
Active calls of the source: *; ? = inconclusive; nt = not tested or not shown; [ ] = remark or other dose. Unless noted, calls follow the shape of the dose curve; as a rule, active = well fitted curve in the direction sought with a large enough effect; inconclusive = small, poorly fitted or top-dose-only effect, or another doubt; inactive = no such curve, though single readings can be large; an effect the other way counts as inactive or inconclusive. Unless noted, % is scaled to controls: 0 for no effect and ±100 for the full control effect. These rows are one share of the data, so the mix of outcomes need not match the whole.

SMILES | ALOX15B inhib | PNC assembly inh | 12-hLO inh | IMPase cell inh
CCC(c1nc2ccccc2c(=O)n1-c1cccnc1)N1C(=O)c2ccccc2C1=O (stereo not given) | -5% | 20 | 3% | 8
Cc1cc(NC(=O)COc2cccc3cccnc23)no1 | nt | 18 | -5% | ?
Cc1cc(C)c2cccc(NC(=S)NC(=O)c3ccccc3)c2n1 | ? | 45 | -27% | -24
COc1ccc(-c2ccc(-c3cc(=O)oc4cc(OC)c(OC)c(OC)c34)cc2)cc1OC | -7%[0.0915 µM] | nt | 1%[0.00818 µM] | nt
Cn1c(=O)[nH]c(=O)c2c1nc(Br)n2CCOc1ccccc1 | -3% | 16 | 0% | -9
CC1(C)CC(=O)c2cnc(NCc3ccco3)nc2C1 | 3% | -29 | 4% | 2
O=C(NCC(c1cccnc1)N1CCN(c2ccccc2)CC1)c1ccc2c(c1)OCO2 (stereo not given) | 7% | -29 | -9% | -4
CCc1cccc2cc3c(N)c(C(=O)Nc4ccc(S(=O)(=O)N5CCCC5)cc4)sc3nc12 | nt | 31 | 1% | -26
CC1(C)OC[C@@H]2O[C@H](n3cnc4c(N)nc(Cl)nc43)[C@@H](OS(C)(=O)=O)[C@@H]2O1 | 0%[11.4 µM] | nt | 4%[11.4 µM] | nt
O=C(COc1ccccc1)NCCSCc1ccco1 | -11% | ? | 1% | 0

Full records, looked up by structure.
CC1(C)CC(=O)c2cnc(NCc3ccco3)nc2C1 reads ALOX15B inhib = 3%; PNC assembly inh = -29; 12-hLO inh = 4%; IMPase cell inh = 2
COc1ccc(-c2ccc(-c3cc(=O)oc4cc(OC)c(OC)c(OC)c34)cc2)cc1OC reads ALOX15B inhib = -7%[0.0915 µM]; PNC assembly inh = nt; 12-hLO inh = 1%[0.00818 µM]; IMPase cell inh = nt
O=C(COc1ccccc1)NCCSCc1ccco1 reads ALOX15B inhib = -11%; PNC assembly inh = ?; 12-hLO inh = 1%; IMPase cell inh = 0

Remaining list, next part.
SMILES | ALOX15B inhib | PNC assembly inh | 12-hLO inh | IMPase cell inh
COCC(=O)N1CCC2(CCCN(c3ccc(-c4ccccc4)cc3)C2)CC1 | -1% | nt | -11% | nt
O=C(COC(=O)C12CC3CC(CC(C3)C1)C2)Nc1ccc(OC(F)F)cc1 | 4% | 10 | 2% | -7
Cc1nc2c3ccccc3[nH]c(=O)n2n1 | nt | 23 | -2% | 4
Nc1ccc(-c2ccc(N)c(O)c2)cc1O | -23% | nt | -6% | nt
COc1ccc(N2CCN(C(=S)Nc3cc(C)ccc3C)CC2)cc1 | -18% | 37 | -5% | 0
CCc1cc2c(-c3ccccc3)cc(=O)oc2cc1OC(=O)c1cccs1 | nt | 89 | 4% | nt
CN(C(=O)CSc1nc(-c2ccccc2)cs1)C1CCS(=O)(=O)C1 (stereo not given) | -4% | 24 | -3% | 7
Cc1ccc2cc(C#N)c(N3CCCN(S(=O)(=O)c4ccc(F)cc4)CC3)nc2c1 | nt | 26 | 6% | 2
CN1C2CCC1CC(OC(=O)C(O)c1ccccc1)C2 (stereo not given) | -4% | nt | -5% | nt
O=C(NCCc1ccccn1)c1cc(C(=O)C2CCCCC2)c[nH]1 | nt | -1 | 7% | 3
O=[N+]([O-])c1ccc(Sc2cccc3cccnc23)c([N+](=O)[O-])c1 | -8% | 21 | 1% | 4
CCOC(=O)CCCSc1nc2sc(C)c(C)c2c(=O)[nH]1 | -9% | 22 | -7% | 9
CC(Sc1cccc(C(F)(F)F)c1)C(=O)NC(N)=O (stereo not given) | -3% | 50 | -1% | -8
O=C(Nc1ccc(Br)cc1F)c1ccncc1 | nt | -22 | 2% | ?
N#C/C(=C\c1cn(Cc2ccc(F)cc2)c2ccccc12)C(=O)NCc1ccco1 | nt | 31 | -15% | 6
CC(NS(=O)(=O)c1ccccc1)C(=O)NCc1ccco1 (stereo not given) | -10% | ? | -7% | 5
Cc1ccc(C(=O)N2CCN(C(=O)N3CCOCC3)CC2)cc1 | 3% | 19 | -3% | -4
COc1cc2c(cc1NC(=O)c1ccc3c(c1)OCO3)oc1ccccc12 | -2% | 15 | -4% | 2
Cc1ccc(N2CC(C(=O)N3CCN(c4ccccc4)CC3)CC2=O)cc1 (stereo not given) | 0% | 45 | -5% | 11
CCN(Cc1ccncc1)S(=O)(=O)c1ccc(C(C)=O)cc1 | -5% | -3 | -11% | 11

Filtered by structure: the compounds so far with bromine (2)
SMILES | ALOX15B inhib | PNC assembly inh | 12-hLO inh | IMPase cell inh
Cn1c(=O)[nH]c(=O)c2c1nc(Br)n2CCOc1ccccc1 | -3% | 16 | 0% | -9
O=C(Nc1ccc(Br)cc1F)c1ccncc1 | nt | -22 | 2% | ?

The list continues:
SMILES | ALOX15B inhib | PNC assembly inh | 12-hLO inh | IMPase cell inh
O=C(CSc1nnc(C2CCCCC2)n1-c1ccccc1)NCc1ccco1 | -10% | 8 | 0% | 3
Cc1noc2ncnc(Oc3ccc(F)cc3)c12 | 1% | -29 | -6% | -6
CN(CC(=O)N1CCCc2c1c(=O)oc1ccc(O)cc21)Cc1ccccc1 | -7% | ? | 8% | 11
N#Cc1cccc(-c2cc(-n3ccnc3)ncn2)c1 | -1% | nt | -2% | nt
COCCCn1c(SCc2cccc(C(F)(F)F)c2)nc2cc(OC)c(OC)cc2c1=N | nt | -106* | -4% | 11
COc1ccc(Cn2c(CCC(=O)O)nc3cccnc32)cc1 | 0% | 36 | -2% | -3
COc1ccccc1C(=O)N1CC2(C)CC1CC(C)(C)C2 (stereo not given) | nt | -21 | -3% | nt
Cc1c(NC(=O)CSc2ccc(Cl)cc2)cccc1-c1nc2ncccc2o1 | -15% | 6 | 0% | 2
CNc1nc(C)c(C#N)c(-c2ccccc2)c1C(C)=O | -1% | -8 | 0% | 5
COC(=O)C(N)CS (stereo not given) | -11% | nt | -9% | nt
O=[N+]([O-])c1cc(C(F)(F)F)ccc1NCCc1c[nH]c2ccccc12 | nt | ? | -6% | -12
COc1ccc(-n2c(C)cc(C(=O)CN3C(=O)NC4(CCc5ccccc54)C3=O)c2C)cc1 (stereo not given) | nt | -15 | -1% | nt
COc1ccc(/C=C/C(=O)Nc2cc(S(=O)(=O)N3CCCCC3)ccc2N2CCCCC2)cc1OC | nt | -23 | -1% | nt
CN(C)c1nc(C(=O)OCCO)nc(N(C)C)n1 | 6%[11.4 µM] | -13 | 0% | -7[1.84 µM]
Cc1onc(-c2c(F)cccc2Cl)c1C(=O)Nc1c(C)n(C)n(-c2ccccc2)c1=O | -1% | 5 | -5% | 1
CCCC(=O)Nc1cccc(NC(=O)c2cccc([N+](=O)[O-])c2C)c1 | nt | -10 | -1% | nt
Cc1ccc(-c2cn3cc([N+](=O)[O-])ccc3n2)cc1 | nt | 20 | -2% | nt
CC1(C)NC(=O)N(CCOc2cccc(Oc3ccccc3)c2)C1=O | -9% | -20 | -6% | 5
COc1ccc(NC(=O)CSc2nc3ccccc3c(=O)n2-c2ccc3c(c2)OCO3)c(OC)c1 | 0% | ? | 1% | -10
CCCCCCCCCC(=O)N[C@@H](CN1CCOCC1)[C@@H](O)c1ccccc1 | 22% | nt | -3% | 0
O=c1c(-c2ccc(F)c(F)c2)nc2cncnc2n1-c1ccccc1 | 0% | nt | -2% | nt
N=C1/C(=C\c2ccc(SCc3ccco3)o2)C(=O)N=C2SC=NN12 | nt | 67 | -29% | 9
Cc1nn(-c2ccccc2)c(Cl)c1/C=N/Nc1ccc(Cl)c(C(=O)O)c1 | nt | 2 | -3% | nt
Cn1ncc(C#N)c1/N=C/N1CCCCCC1 | 6% | ? | -5% | -1
Cc1csc(NC(=O)Cc2coc3cc(C)c(C(C)C)cc23)n1 | 38%[activator] | 3 | -5% | 4
Fc1ccc(-c2cc(-c3nnc4n3CCCCC4)c3ccccc3n2)cc1 | nt | 0 | -3% | nt
CN(Cc1ccccc1)S(=O)(=O)c1ccc(NS(C)(=O)=O)cc1 | -5% | 2 | -1% | 7
O=c1[nH]c(C2CCCN(S(=O)(=O)c3ccccc3)C2)nc2c1nnn2Cc1ccccc1 (stereo not given) | -17% | ? | -9% | -8
CCc1ccc(-c2cn(-c3nc(C)cc(C)n3)c(=N)o2)cc1 | 33%[activator] | ? | -4% | 8
CC(=O)Nc1ccc(S(=O)(=O)NC(C(=O)O)C2=CCC=CC2)cc1 (stereo not given) | -3% | 7 | 0% | 8
O=C(C1CC(c2ccc(F)cc2)=NO1)N1CCCCC1 (stereo not given) | nt | ? | -3% | 0
CCOC(=O)COc1ccc(S(=O)(=O)N2CCN(c3ccc(F)cc3)CC2)cc1 | 1% | 50 | 4% | 10
CCOc1ccc(C(=O)NCc2ccccc2)cc1Br | nt | 71 | 3% | nt
CCC(C(=O)OCC(=O)Nc1cc(Cl)cc(Cl)c1)c1ccccc1 (stereo not given) | nt | 11 | -1% | nt
COc1ccc(N(C(C)C(=O)NC2CCCCCC2)S(C)(=O)=O)cc1 (stereo not given) | -6% | ? | -1% | 3
Cc1nc2ccccc2c(=O)n1/N=C/c1c(O)ccc2oc3c(c12)CCCC3 | -17% | ? | -3% | -4
CCCCS(=O)(=O)/C=C\C1C2C=CC(C2)C1S(=O)(=O)CCCC (stereo not given) | 6% | 41 | 6% | 3
CCN(CCNC(=O)C1CCN(Cc2nc(-c3ccc(Cl)cc3)oc2C)CC1)c1ccccc1 | 52%[activator] | 7 | -19% | 5
CC1(c2ccc3ccccc3c2)NC(=O)N(CC(=O)NCc2cccs2)C1=O (stereo not given) | nt | 23 | -1% | nt
S=C(Nc1ccc(Cl)cc1)c1sc(N2CCCCC2)nc1N1CCOCC1 | nt | 29 | 1% | nt
COc1ccc(C(=O)N2CCC3(CCN(Cc4ccccc4OC)CC3)CC2)cc1 | 2% | nt | 4% | nt
CCOc1ccccc1N1CCN(C(=O)c2ccc3[nH]c4c(c3c2)CCCC4)CC1 | nt | 17 | -3% | 6
